# Screens: PubChem BioAssay, National Center for Advancing Translational Sciences (NCATS)
# GLP1R inv ag: GLP-1 receptor (human) inverse agonism; P43220; HEK293 GLP-1R CRE-luciferase, luminescence, 24 h; GLP-1R form is constitutively active; Potency, µM (doses to about 38.3 µM), for the others: top-dose activity change, negative = inhibition, actives largely listed as inhibitors; 1.6% of 410,000 active; also: % is scaled to controls: 0 for no effect and ±100 for the full control effect; nearly all actives have a fitted effect of over 55% in size
# Target sequence (P43220 whole entry, looked up): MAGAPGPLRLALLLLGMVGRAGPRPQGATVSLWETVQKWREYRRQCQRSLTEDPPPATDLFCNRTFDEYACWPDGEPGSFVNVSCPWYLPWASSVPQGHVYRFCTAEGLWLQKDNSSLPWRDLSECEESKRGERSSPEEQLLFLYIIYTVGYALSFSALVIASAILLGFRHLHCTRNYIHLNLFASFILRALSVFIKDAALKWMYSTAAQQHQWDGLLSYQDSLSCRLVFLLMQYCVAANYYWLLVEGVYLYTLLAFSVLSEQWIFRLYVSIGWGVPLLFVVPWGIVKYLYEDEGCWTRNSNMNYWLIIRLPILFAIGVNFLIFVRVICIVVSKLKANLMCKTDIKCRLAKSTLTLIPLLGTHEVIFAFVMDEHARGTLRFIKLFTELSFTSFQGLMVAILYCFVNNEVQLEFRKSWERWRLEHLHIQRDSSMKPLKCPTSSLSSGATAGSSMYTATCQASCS
#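 HEK293 cells stably co-expressing a cAMP-responsive luciferase reporter and constitutively active GLP-1R were seeded, incubated 12 h, then exposed to compounds for 24 h at 37 C. Luminescence was read 12 min after detection reagent; inverse agonists lower signal.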
# GLP-1R agonist: GLP-1 receptor (human) agonism; HEK293 GLP-1R CRE-luciferase, luminescence, 4-6 h; cells express a hypersensitive GLP-1R form; 0.007% of 380,000 active; Potency, µM (titrated, usually from 45.6 µM), for the others: at the highest dose activation, hits mostly activators; P43220; also: % of control where 0% means no effect
# HT1080 IDH1KD tx: HT-1080 IDH1 knockdown cell toxicity (counter line); HT-1080 IDH1 knockdown viability, ATP luminescence, 48 h; Potency, µM (highest dose often 46.1 µM), for inactives: top-dose activity, negative = toxicity, actives largely listed as cytotoxic; 2% of 360,000 active;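 also: 0% = DMSO wells and -100% = cell-free medium wells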
#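 Using the IDH1-knockdown HT-1080 line run in the same batch and compound series as the NT line, viability after 48 h at 37 °C was determined by CellTiter-Glo luminescence and expressed as % activity.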
# KB-V1 MDR tox: kills drug-selected multidrug resistant KB-V1 cells; KB-V1 MDR cells viability, CellTiter-Glo, 72 h; Potency, µM (highest dose often 46.1 µM), for inactives: at the highest dose activity change, negative = cytotoxicity, most hits filed as cytotoxic; 3.4% of 400,000 active; AID 1347076; also: % is scaled to controls: 0 for no effect and ±100 for the full control effect; nearly all actives have a fitted effect of over 60% in size
#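 Luminescent ATP read-out (CellTiter-Glo, 10 min) measures survival of drug-selected KB-V1 MDR cells after 72 h, 37 degrees C compound exposure. Medium: phenol-red-free DMEM, 10% FBS. Values from fitted concentration-response curves.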
# TDP43 rescue: rescues yeast growth from TDP-43 toxicity; TDP-43 expressing yeast growth rescue, BacTiter-Glo, 24 h; Potency, µM (series often up to 46.1 µM), for inactives: top-dose growth rescue (activation), usual class: activators; 1.8% of 410,000 active; AID 652104; also: % of control where 0% means no effect; nearly all actives have a fitted effect of over 50% in size
#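 Galactose-induced TDP-43 yeast, OD600=0.02, compound pinned; 24 hr, 30 deg C; BacTiter-Glo luminescence for growth. Inhibitors of TDP-43 toxicity read as activators.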
# HEK293 tox: cytotoxicity counter-screen for GLP-1 receptor inverse agonists; HEK293 cAMP-luciferase reporter cells, luminescence, 24 h; Potency, µM (titrated, usually from 38.3 µM), for inactives: at the highest dose activity change, negative = inhibition, usual class: inhibitors; 0.13% of 410,000 active;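 also: loss of luciferase light is scored as toxicity; % is scaled to controls: 0 for no effect and ±100 for the full control effect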
#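 Quantitative HTS format, 1536 wells, 200 cells/uL seeded. Compounds: 23 nL, 24 h, 37 °C. Detection: luciferase reagent, luminescence at 12 min RT; decreased signal taken as cytotoxic.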
# KB-3-1 cytotox: KB-3-1 parental cell cytotoxicity; KB-3-1 viability, CellTiter-Glo ATP luminescence, 72 h; Potency, µM (top dose mostly 46.1 µM), inactives show at the top dose activity change, negative = cytotoxic, most hits filed as cytotoxic; 1.4% of 400,000 active; also: % is scaled to controls: 0 for no effect and ±100 for the full control effect; nearly all actives have a fitted effect of over 60% in size
#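 KB-3-1 parental drug-naive adenocarcinoma cells in DMEM/10% FBS, incubated 72 h at 37 C with pin-transferred compounds across a concentration series. Viability by CellTiter-Glo luminescence; concentration-response curves fitted after normalization.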
# HT1080NT lethal: kills 2HG-producing HT-1080-NT fibrosarcoma cells; HT-1080-NT fibrosarcoma viability, CellTiter-Glo ATP luminescence, 48 h; Potency, µM (series often up to 46.1 µM), without a hit: at the top dose activity, negative = less viability, hits mostly cytotoxic; 1.6% of 360,000 active; AID 686970;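 also: NT is the 2HG producing partner of a matched IDH1 knockdown line; 0% = DMSO-treated cells and -100% = media-only wells without cells; nearly all actives have a fitted effect of over 55% in size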
#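 Viability of the 2HG-overproducing fibrosarcoma line after 48 hours of compound exposure at 37 degrees C was determined by luminescence with CellTiter-Glo, and concentration-effect curves were then fitted and categorized.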
# SW480 rerep: DNA re-replication induction in SW480 cells; SW480 DNA re-replication, Hoechst DNA content imaging, 48 h; Potency, µM (series often up to 46.1 µM), inactives show at the top dose re-replication activation, hits mostly activators; 1.8% of 340,000 active; AID 624297; also: % of control where 0% means no effect; nearly all actives have a fitted effect of over 55% in size
#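 Hoechst fluorescence of nuclei (405 nm excitation, 500-530 nm emission) measured by plate-scanning imager after 48 hr compound exposure at 37 C; re-replication scored as increased number of nuclei with elevated intensity.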
# An asterisk follows results filed as active; ? = inconclusive; / = no result given; & = joins results of further samples; [ ] = remark or other dose. Calls follow the shape of the dose curve; as a rule, active = well fitted curve in the direction sought with a large enough effect; inconclusive = small, poorly fitted or top-dose-only effect, or another doubt; inactive = no such curve, though single readings can be large; an effect the other way counts as inactive or inconclusive. Potency is read from the fitted curve at half-maximal effect. Rows were taken by chance. Share with any hit: about 9.4%.
SMILES,GLP1R inv ag,GLP-1R agonist,HT1080 IDH1KD tx,KB-V1 MDR tox,TDP43 rescue,HEK293 tox,KB-3-1 cytotox,HT1080NT lethal,SW480 rerep
COc1ccc(C(=O)CSc2[nH]c(=O)cc(C(F)(F)F)c2C#N)cc1,-24%,-1%,-15%,-20%,-20%,198%[activator],?,?,?
COC(=O)c1sccc1S(=O)(=O)N(CC(=O)NCc1ccccc1)c1ccc(C)c(C)c1,-5%,/,/,3%,8%,1%,-4%,/,/
CC1SCC(=O)N(CC(=O)Nc2ccc3c(c2)OCO3)C1=O (configuration not stated),7%,1%,2%,-5%,9%,2%,3%,7%,2%
COc1ccc(OCCN2CCN(C(=O)c3ccc(OC)c(OC)c3)CC2)cc1,-6%,20%,-2%,?,-17%,-6%,-29%,-9%,16%
O=C(c1[nH]c(C(F)(F)F)nc1-c1ccccc1)N1CCN(c2ccccc2)CC1,?,7%,2.1µM*,?,28%,?,6.5µM*,?,/
O=C(Nc1ccccc1C(=O)O)c1ccc(NC(=O)C2CCCCC2)cc1,146%[activator],1%,-22%,-1%,-25%,22%,0%,-14%,-33%[inhibitor]
O=c1nc(N2CCCC2)nc(N2CCCC2)[nH]1,-3%,-3%,7%,-4%,-4%,1%,-1%,9%,-1%
COc1cc(OC)cc(C(=O)NCC(=O)OCC(=O)NC(C)(C)C)c1,9%,1%,-1%,9%,13%,14%,-2%,0%,0%
Cc1cc(C)c(S(=O)(=O)Nn2cnnc2)c(C)c1,61%[activator],9%,0%,1%,-10%[0.397 µM],0%,3%,6%,-4%
COc1ccc(-c2nnc(SCC(=O)Nc3cc(C)on3)n2C)cc1OC,0%,21%,14%,3%,-15%,-4%,6%,-4%,0%
CCOC(=O)C(C)N1c2cccc3cccc(c23)S1(=O)=O (configuration not stated),-10%,-1%,-8%,-1%,29%,3%,0%,-3%,/
CC(C)N(C(=O)[C@H]1C[C@H](CC(=O)NCCCn2ccnc2)C(=O)N2CCc3c([nH]c4ccc(Cl)cc34)[C@]12C)C(C)C,?,1%,-28%,0%,21%,-4%,0%,-13%,5%
CCOC(=O)C1CCCN(C(=O)Cn2nc(C)n3nc(-c4ccccc4)cc3c2=O)C1 (configuration not stated),-10%,-1%,-1%,?,-1%,-14%,19%,-1%,-18%
FC(F)(F)c1nnc(-c2ccccc2)nc1Oc1ccc(Cl)cc1Cl,0%,-24%,3%,15%,14%,5%,-6%,-5%,-4%
O=C(CSc1ccsc1[N+](=O)[O-])N1CCN(c2ccc(Cl)cc2)CC1,-2%,-7%,-1%,-23%,15%,-5%,5%,5%,2%
COc1cccc(C(=O)Nc2cccc(-c3cn4c(C)csc4n3)c2)c1OC,-15%,13%,/,10%,?,-19%,2%,/,/
Cc1ccc(-c2nc(C)c(CCNC(=O)C(=O)Nc3cc(C)ccc3C)s2)cc1,-2%,2%,/,-5%,24%,0%,3%,/,/
Cc1ccc(C(=O)c2cc3ccccc3o2)cc1C,?,9%,2%,-6%,-7%,1%,1%,4%,3%
N#CC1(NC(=O)COc2ccccc2[N+](=O)[O-])CCCCC1,32%[activator],12%,2%,3%,-14%,-14%,-2%,13%,-63%[inhibitor]
Cc1cc(C)cc(NC(=O)N2CCN(c3cc(-c4noc(C)n4)ccc3C)CC2)c1,?,-2%,/,-27%,27%,4%,-3%,/,/
O=C(/C=C/c1ccc(Cl)cc1Cl)Nc1cccc(S(=O)(=O)NC2=NCCCCC2)c1,10µM*,9%,?,-3%,24%,-15%,-29%,-17%,1%
COc1ccc(C(=O)NC(=S)N(Cc2ccccc2)Cc2ccccc2)cc1,?,2%,-2%,?,?,?,?,-22%,?
COc1ccc(-n2nc3c(c2NC(=O)c2ccco2)CS(=O)(=O)C3)cc1,19%,-3%,1%,4%,-7%,-3%,3%,-5%,2%
Cc1cc(C(=O)OCCO)c(C#N)c(N)n1,8%,8%,6%,17%,-8%,1%,4%,17%,-4%
CCOC(=O)c1c(C)[nH]c(C)c1S(=O)(=O)N1CCCC(C(=O)NCc2cccc(C)c2)C1 (configuration not stated),-1%,/,/,6%,0%,-3%,6%,/,/
COCCNc1nc2c(c(=O)n(Cc3cccc(Br)c3)c(=O)n2C)n1C,?,8%,3%,-28%&-6%,-6%,-9%&4%,2%&5%,-1%,-6%
COc1ccccc1N(C)S(=O)(=O)c1ccc(C(=O)Nc2nc(C)cs2)cc1,?,3%,-9%,?,-19%,-5%,-18%,-1%,6%
CC1CCCN(Cc2cnc(Cl)s2)C1 (configuration not stated),14%,2%,0%,-1%,5%,15%,20%,-3%,-6%
CCOC(=O)[C@]12CCCC=C1N(CCC1=CCCCC1)C(=O)[C@H](CC(=O)N1CCC(c3ccccc3)CC1)C2,?,/,?,?,11%,-16%,-3%,?,/
CCn1c(-c2cc(-c3ccc(C)cc3)nc3ccccc23)n[nH]c1=S,23%,?,13%,7%,-14%[0.397 µM],-6%,3%,0%,-6%
Cc1ccc(C(=O)NCCNS(=O)(=O)c2ccccc2)cn1,8%,0%,2%,-15%,-7%,4%,13%,0%,-6%
CCC(C)Sc1ccc(-c2nc3ccc(C)cn3c2NCc2ccccc2)cc1OC (configuration not stated),2.8µM*,-4%,?,?,-46%[inhibitor],-25%,-8%,?,?
CCOC(=O)c1c(-c2ccccc2)oc2ccc(OCC(=O)NNC(=O)CCCC(=O)O)cc12,12%,1%,0%,5%,14%,-7%,1%,1%,-11%
CN(C)c1ccnc(Oc2ccccc2)c1C#N,25%,8%,4%,-6%,6%,-5%,-12%,3%,-5%
Cc1cc2oc(C(=O)Nc3sc4c(c3C(=O)NCc3ccco3)CCC4)cc(=O)c2cc1C,11%,/,/,-26%,22%,0%,3%,/,/
COC(=O)c1[nH]c(=O)c2ccccc2c1O,1%,-10%,18%,25%,17%,-9%,9%,20%,1%
Cc1ccc(S(=O)(=O)N(C)c2cc(S(=O)(=O)N3CCC(C)CC3)c(C)cc2C)cc1,13µM*,-6%,-6%,-7%,-4%,-1%,-25%,-2%,-4%
Cc1ccc(C(=O)N(NC2=NS(=O)(=O)c3ccccc32)S(=O)(=O)c2ccc(C)cc2)cc1,?,10%,4%[9.24 µM],-15%,-16%,3%,-8%,-4%,?
CCOC(=O)c1c(NC(=O)CN2C(=O)NC3(CCCCC3)C2=O)sc(C)c1-c1ccc(C)cc1,-13%,13%,-9%,21µM*,6%,76%[activator],?,-3%,/
O=C(CCNC(=O)N1CC(=O)Nc2ccccc21)Nc1cccc(Cl)c1,10%,6%,22%,1%,-1%,-11%,3%,-1%,-7%
O=C(Nc1cccc2ncccc12)c1ccccc1[N+](=O)[O-],-5%,-10%,0%,3%,-8%,-10%,11%,-9%,3%
O=C(NC1C2CC3CC(C2)CC1C3)c1ccc(Br)o1 (configuration not stated),?,10%,-9%,22%,-23%,16%,2%,-8%,26%
CN1CCN(c2ccc(Cl)cc2NC(=O)c2ccc([N+](=O)[O-])cc2)CC1,?,-2%,-12%,13%,-3%,9%,-6%,-8%,-4%
Cc1noc(NC(=O)c2cccc(C(F)(F)F)c2)c1Cl,23%,1%,-14%,-18%,1%,-15%,-3%,-18%,-2%
Cc1nc(=O)c(-c2ccccc2)c(C)n1-c1ccc(S(N)(=O)=O)cc1,-15%,-1%,11%,23%,10%,-13%,12%,11%,-4%
C[C@@H]1COc2cc(N3CCC[C@@H]3CO)ccc2S(=O)(=O)N1,22%,-5%,10%,-5%,16%,3%,5%,21%,/
CCCCc1ccc(NC(=S)N2CCCC2)cc1,?,8%,-2%,0%,21%,-29%,8%,-2%,-4%
O=C(O)c1c(C(=O)O)c(-c2ccc(Cl)c(Cl)c2)n2c1CSC2,-13%,0%,21%,-1%,8%,1%,18%,21%,-9%
COc1cc(NC(=O)CCCNC(=O)Cn2cnc3sc4c(c3c2=O)CCCC4)cc(OC)c1OC,?,1%,1%,-1%,-8%,-7%,-3%,1%,-4%
CN(C)CCNC(=O)c1onc(CSc2ccncc2)c1C(=O)NCCN(C)C,0%,-2%,12%,16%,3%,-36%,9%,0%,3%
CCC1(c2ccc(F)cc2)NC(=O)N(CC(=O)Nc2cccnc2Cl)C1=O (configuration not stated),-3%,4%,12%,-8%,-19%,5%,6%,8%,40%
CCNC(=O)NC(=O)C(C)N1C(=O)NC(c2ccccc2)(c2ccccc2)C1=O (configuration not stated),-21%,5%,-2%,-2%,-18%,2%,?,-14%,-11%
CC(C)c1cccc(C(C)C)c1OCCCCCN1CCOCC1,?,9%,7%,-28%,16%,-19%,-2%,0%,-9%

# Retrieved by compound from the entries so far (2):
SMILES,GLP1R inv ag,GLP-1R agonist,HT1080 IDH1KD tx,KB-V1 MDR tox,TDP43 rescue,HEK293 tox,KB-3-1 cytotox,HT1080NT lethal,SW480 rerep
C[C@@H]1COc2cc(N3CCC[C@@H]3CO)ccc2S(=O)(=O)N1,22%,-5%,10%,-5%,16%,3%,5%,21%,/
CCNC(=O)NC(=O)C(C)N1C(=O)NC(c2ccccc2)(c2ccccc2)C1=O (configuration not stated),-21%,5%,-2%,-2%,-18%,2%,?,-14%,-11%

# Single values from above:
# Result of `COc1cc(NC(=O)CCCNC(=O)Cn2cnc3sc4c(c3c2=O)CCCC4)cc(OC)c1OC` under KB-3-1 cytotox: -3%
# Result of `C[C@@H]1COc2cc(N3CCC[C@@H]3CO)ccc2S(=O)(=O)N1` under HT1080 IDH1KD tx: 10%
# Result of `CCC1(c2ccc(F)cc2)NC(=O)N(CC(=O)Nc2cccnc2Cl)C1=O` (configuration not stated) under KB-3-1 cytotox: 6%
# Result of `CN(C)CCNC(=O)c1onc(CSc2ccncc2)c1C(=O)NCCN(C)C` under KB-V1 MDR tox: 16%
# Result of `CCCCc1ccc(NC(=S)N2CCCC2)cc1` under KB-V1 MDR tox: 0%
# Result of `CCNC(=O)NC(=O)C(C)N1C(=O)NC(c2ccccc2)(c2ccccc2)C1=O` (configuration not stated) under GLP-1R agonist: 5%
